Bioassay records from PubChem.
SR-BI uptake up = SR-BI HDL lipid transfer activation | CHO ldlA[mSR-BI] cells, DiI-HDL uptake fluorescence, 3 h; 100 = double the neutral-control signal | activation, % at 12.5 µM | hit rate 0.096% among 320,000 | AID 504775;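 active = mean replicate activation of at least 60% and every replicate at or above 60%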;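 note: 0% = median plate neutral-control signal and 100% = twice that signal; values of inactives mirror those of a sister screen read the other way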
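Material: SR-BI-overexpressing, LDLR-lacking CHO cells; schedule: compound exposure 3 h, 37 °C; reagent: DiI-labelled HDL at 10 µg/mL final; technique: bottom-read fluorescence, 550/595 nm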
CDK5 p35 inh = CDK5/p35 (human) kinase inhibition. Q00535+Q15078. Recombinant CDK5/p35, ADP-Glo luminescence, 60 min. inhibition, % at 10 µM. hit rate 0.01% among 330,000;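 active = highest replicate inhibition of at least 50% and at least 75% of replicates reaching 50%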;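 note: plate controls were DMSO neutral control for no effect and GW8510 at 10 µM for full effect; many of its hits are not listed in these tables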
Target sequence (Q00535 whole entry, looked up): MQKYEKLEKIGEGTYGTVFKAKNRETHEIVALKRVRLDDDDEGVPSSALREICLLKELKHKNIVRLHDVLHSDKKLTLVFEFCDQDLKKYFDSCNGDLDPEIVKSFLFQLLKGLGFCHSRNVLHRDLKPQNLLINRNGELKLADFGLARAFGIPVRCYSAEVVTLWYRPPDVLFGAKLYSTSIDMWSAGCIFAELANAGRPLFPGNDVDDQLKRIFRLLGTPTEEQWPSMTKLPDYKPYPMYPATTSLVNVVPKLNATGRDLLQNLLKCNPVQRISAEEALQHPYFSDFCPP
Target sequence (Q15078 whole entry, looked up): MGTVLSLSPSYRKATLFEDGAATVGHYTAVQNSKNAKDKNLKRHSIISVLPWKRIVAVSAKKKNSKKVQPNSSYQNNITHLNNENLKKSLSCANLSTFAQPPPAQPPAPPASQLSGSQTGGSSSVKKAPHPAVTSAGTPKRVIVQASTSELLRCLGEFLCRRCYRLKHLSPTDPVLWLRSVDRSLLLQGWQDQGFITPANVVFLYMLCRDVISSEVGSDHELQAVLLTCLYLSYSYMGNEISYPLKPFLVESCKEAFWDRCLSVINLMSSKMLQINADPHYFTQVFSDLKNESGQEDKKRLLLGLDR
Rtt109 HAT inh = blocks Candida albicans Rtt109/Vps75 acetyltransferase activity | Q5AAJ8 | purified Rtt109/Vps75, ThioGlo CoA-SH fluorescence, 4 h | inhibition, % at 34.9 µM | AID 540336 | hit rate 0.16% among 330,000;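 active = inhibition of at least 50% in every replicate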
dFosB activator = enhances mouse delta FosB homodimer DNA binding; P13346; purified delta FosB, TAMRA-CDK5 oligo fluorescence polarization; percent of positive-control signal above neutral wells; activation, % at 25 µM; hit rate 0.99% among 340,000; AID 493131;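 active = mean activation above about 17%, with every replicate also reaching it, limit read from the data, passing the limit was not always enough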;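 note: fluorescence polarization rise as delta FosB binds a TAMRA Cdk5 AP-1 oligo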
HTR5A ag ctr = counter-screen for OPRM1-OPRD1 agonists: human HTR5A agonism | HTR5A agonist assay, luminescence, cell-based | activation, % at 9.3 µM | hit rate 0.61% among 340,000; in the data active = activation mostly above about 9.5%, no sharp cut-off; inactive = mostly below about 7.6%;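 note: 0% = cells with vehicle only and 100% = reference agonist; strong numbers were not always called active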
Target sequence (P47898 whole entry, looked up): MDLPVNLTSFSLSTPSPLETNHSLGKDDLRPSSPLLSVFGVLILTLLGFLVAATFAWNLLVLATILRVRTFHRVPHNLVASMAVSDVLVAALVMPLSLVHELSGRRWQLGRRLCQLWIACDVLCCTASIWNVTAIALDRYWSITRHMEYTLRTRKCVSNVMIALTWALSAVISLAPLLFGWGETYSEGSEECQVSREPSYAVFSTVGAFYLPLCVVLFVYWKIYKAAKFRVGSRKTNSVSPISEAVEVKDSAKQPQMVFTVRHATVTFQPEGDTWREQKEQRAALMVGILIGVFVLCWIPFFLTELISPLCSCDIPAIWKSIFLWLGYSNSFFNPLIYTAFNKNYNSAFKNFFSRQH
SR-BI DiI inh = blocks mouse SR-BI lipid uptake from DiI-HDL; Q61009; inhibition, % at 12.5 µM; ldlA[mSR-BI] CHO cells, DiI-HDL uptake fluorescence, 3 h; AID 488896; hit rate 0.96% among 320,000;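 active = mean replicate inhibition of at least 70% and a set share of replicates each scoring 70 or more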;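 note: 0% = median of neutral control wells and 100% = median of positive control wells; values of inactives mirror those of a sister screen read the other way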
RTF Ca sens act = increases calcium sensitivity of human cardiac regulated thin filaments; activation, % at 7.2 µM; AID 493008; hit rate 0.24% among 340,000; IANBD-labeled TnC RTF fluorescence at EC20 calcium; 0% EC20 calcium, 100% full calcium;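 active = activation above the mean over all tested compounds plus 3 SD, cut at about 30% in these data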;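 note: rise in fluorescence read as greater calcium sensitivity of cardiac thin filaments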
PvdQ acylase = blocks Pseudomonas aeruginosa PvdQ acylase activity; purified PvdQ acylase, fluorescence plate reader; inhibition, % at 10 µM; hit rate 0.063% among 340,000; AID 488965; in the data active = inhibition above about 30%, passing the limit was not always enough;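 note: 0% = vehicle neutral wells and 100% = reference inhibitor wells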
Wnt bcat act = activates Wnt/beta-catenin signaling in a reporter cell assay; AID 743398; activation, % at 9.35 µM; hit rate 1.2% among 300,000; activator, plate reader; in the data active = activation above about 30%, passing the limit was not always enough;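 note: 0% = neutral control wells and 100% = positive control wells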
MITF act = activators of MITF-driven TRPM1 promoter activity in SK-MEL-5 cells | SK-MEL-5 TRPM1-promoter luciferase, 24 h; % of positive control, neutral wells = 0 | activation, % at 12.5 µM | hit rate 0.75% among 300,000 | AID 588334;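 active = mean activation of at least 80% with every replicate also reaching 80%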;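 note: 0% = neutral control wells and 100% = parthenolide positive control wells; values of inactives mirror those of a sister screen read the other way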
The depositor's hits bear a star.

`CN/C(=C/[N+](=O)[O-])NCCSCc1ccc(CN(C)C)o1` gave SR-BI uptake up 4, CDK5 p35 inh 1.1, Rtt109 HAT inh 10, dFosB activator 5, HTR5A ag ctr -1, SR-BI DiI inh -4, RTF Ca sens act 2, PvdQ acylase 9, Wnt bcat act -2 and MITF act -4.
O=C(CCCN1C(=O)/C(=C\c2cccs2)SC1=S)Nc1ccc(O)cc1 was read as CDK5 p35 inh -0.2, Rtt109 HAT inh 2, dFosB activator 0, HTR5A ag ctr 2, RTF Ca sens act 0, PvdQ acylase -6, Wnt bcat act 1 and MITF act -3.
For O=C(CSc1nnc(CNc2ccc(F)cc2)n1Cc1ccccc1)NCc1ccco1 the results were SR-BI uptake up 1, CDK5 p35 inh -1.1, Rtt109 HAT inh -1, dFosB activator -6, HTR5A ag ctr 4, SR-BI DiI inh -1, RTF Ca sens act 9, PvdQ acylase -12, Wnt bcat act -2 and MITF act 8.
Cc1ccc2c(c1)OC(=O)CC2c1ccccc1 (stereo not given) was read as SR-BI uptake up 3, CDK5 p35 inh 2.4, Rtt109 HAT inh 7, dFosB activator 1, HTR5A ag ctr 3, SR-BI DiI inh 12, RTF Ca sens act -8, PvdQ acylase 11, Wnt bcat act -3 and MITF act -2.
Screening O=C(Cn1cncn1)c1ccccc1 returned SR-BI uptake up 21, CDK5 p35 inh -3.0, Rtt109 HAT inh 34, dFosB activator 2, HTR5A ag ctr 1, SR-BI DiI inh -21, RTF Ca sens act 4, PvdQ acylase 2, Wnt bcat act -3 and MITF act 9.
CCCCCCn1c(N(CC)CC)nc2c1c(=O)[nH]c(=O)n2C was read as SR-BI uptake up 1, CDK5 p35 inh -2.0, Rtt109 HAT inh 25, dFosB activator 0, HTR5A ag ctr -9, SR-BI DiI inh -1, RTF Ca sens act -2, PvdQ acylase -3 and MITF act -9.
Nc1ccc2c(c1)sc1ccccc12 was read as SR-BI uptake up 21, CDK5 p35 inh 1.3, Rtt109 HAT inh -3, dFosB activator -2, HTR5A ag ctr -3, SR-BI DiI inh -21, RTF Ca sens act -4, PvdQ acylase -1, Wnt bcat act 5 and MITF act 34.
For CCCCC[C@H](O)/C=C/[C@@H]1[C@@H](C/C=C\CCCC(=O)OC)[C@@H](O)C[C@H]1O the results were SR-BI uptake up 14, CDK5 p35 inh 0.5, Rtt109 HAT inh 6, dFosB activator -10, HTR5A ag ctr -1, SR-BI DiI inh -2, RTF Ca sens act -9, PvdQ acylase -2, Wnt bcat act -4 and MITF act 2.
`CCSCCOC(=O)C1=C(C)NC(=O)NC1c1cccc(OC)c1OC` (stereo not given) gave SR-BI uptake up -8, CDK5 p35 inh 0.6, Rtt109 HAT inh -7, dFosB activator -6, HTR5A ag ctr 7, SR-BI DiI inh 8, RTF Ca sens act 1, PvdQ acylase -7, Wnt bcat act -2 and MITF act -1.
`N#Cc1cccc(CN2CCCN(Cc3ccc(F)cc3)S2(=O)=O)c1` gave SR-BI uptake up 4, CDK5 p35 inh 0.0, dFosB activator -26, HTR5A ag ctr 0, SR-BI DiI inh -4, RTF Ca sens act -5, PvdQ acylase -23, Wnt bcat act 1 and MITF act -12.
Screening CC(C)Cc1nnc(NC(=O)Cc2ccccc2[N+](=O)[O-])s1 returned SR-BI uptake up 8, CDK5 p35 inh -1.5, Rtt109 HAT inh -9, dFosB activator -10, HTR5A ag ctr 2, SR-BI DiI inh -8, RTF Ca sens act -1, PvdQ acylase -13, Wnt bcat act -2 and MITF act 13.
For O=C1/C(=C/c2ccccc2)CCc2ccc(Cl)nc21 the results were SR-BI uptake up 10, CDK5 p35 inh 0.5, Rtt109 HAT inh -4, dFosB activator -5, HTR5A ag ctr -2, SR-BI DiI inh -10, RTF Ca sens act 4, PvdQ acylase -2, Wnt bcat act 2 and MITF act -34.
Screening Cc1[nH]c(=O)[nH]c(=O)c1S(=O)(=O)N1CCCC(C(=O)NCCc2ccc(Cl)cc2)C1 (stereo not given) returned SR-BI uptake up 32, CDK5 p35 inh -0.9, Rtt109 HAT inh 1, dFosB activator 4, HTR5A ag ctr 0, SR-BI DiI inh -32, RTF Ca sens act -2, PvdQ acylase -2 and MITF act -10.
COc1cccc(Nc2nnc(SCC(=O)Nc3sccc3C(N)=O)s2)c1 was read as CDK5 p35 inh -1.0, Rtt109 HAT inh -1, dFosB activator 7, HTR5A ag ctr 3, RTF Ca sens act -3, PvdQ acylase -1, Wnt bcat act 0 and MITF act -16.
Screening O=C(CN1C(=O)C2CC=CCC2C1=O)NCc1ccc2c(c1)OCO2 (stereo not given) returned SR-BI uptake up 11, CDK5 p35 inh -0.3, Rtt109 HAT inh 2, dFosB activator -5, HTR5A ag ctr -1, SR-BI DiI inh -11, RTF Ca sens act -2, PvdQ acylase 6 and MITF act 8.

Continued (2 carried over from the part before).
COc1cccc(Nc2nnc(SCC(=O)Nc3sccc3C(N)=O)s2)c1 was read as CDK5 p35 inh -1.0, Rtt109 HAT inh -1, dFosB activator 7, HTR5A ag ctr 3, RTF Ca sens act -3, PvdQ acylase -1, Wnt bcat act 0 and MITF act -16.
Screening O=C(CN1C(=O)C2CC=CCC2C1=O)NCc1ccc2c(c1)OCO2 (stereo not given) returned SR-BI uptake up 11, CDK5 p35 inh -0.3, Rtt109 HAT inh 2, dFosB activator -5, HTR5A ag ctr -1, SR-BI DiI inh -11, RTF Ca sens act -2, PvdQ acylase 6 and MITF act 8.
Screening Cc1ccnc(NS(=O)(=O)c2ccc(NC(=O)C3C4C=CC(C4)C3C(=O)O)cc2)n1 (stereo not given) returned SR-BI uptake up 10, CDK5 p35 inh 0.3, Rtt109 HAT inh -4, dFosB activator -3, HTR5A ag ctr 7, SR-BI DiI inh -10, RTF Ca sens act 3, PvdQ acylase -10, Wnt bcat act -1 and MITF act -7.
`CCn1c(=NC(=O)CS(=O)(=O)c2ccc(F)cc2)sc2cccc(OC)c21` gave SR-BI uptake up 3, CDK5 p35 inh -0.4, Rtt109 HAT inh -7, dFosB activator 1, HTR5A ag ctr 2, SR-BI DiI inh -3, RTF Ca sens act -4, PvdQ acylase 12, Wnt bcat act -2 and MITF act 12.
`Cn1cc(C(=O)C(=O)NC2CCCCC2)c2ccccc21` gave SR-BI uptake up -25, CDK5 p35 inh -1.3, Rtt109 HAT inh -3, dFosB activator -7, HTR5A ag ctr 9, SR-BI DiI inh 25, RTF Ca sens act 4, PvdQ acylase -7, Wnt bcat act 11 and MITF act 43.
CC(OC(=O)c1ccc(NS(=O)(=O)c2ccc3[nH]c(=O)[nH]c3c2)cc1)C(=O)Nc1ccc(Cl)cc1 (stereo not given) was read as SR-BI uptake up -22, CDK5 p35 inh 0.0, Rtt109 HAT inh 20, dFosB activator 22*, HTR5A ag ctr 7, SR-BI DiI inh 22, RTF Ca sens act -4, PvdQ acylase 6, Wnt bcat act -2 and MITF act -5.
CCc1cc(C(=O)N2CCCC(C(=O)c3ccc(Oc4ccccc4)cc3)C2)n(C)n1 (stereo not given) was read as SR-BI uptake up -7, CDK5 p35 inh 0.0, Rtt109 HAT inh 4, dFosB activator -10, HTR5A ag ctr 4, SR-BI DiI inh 7, RTF Ca sens act 0, PvdQ acylase -12, Wnt bcat act -2 and MITF act -11.
For Cc1ccc(NC(=O)C2CCC(CNC(=O)[C@@H]3Cc4ccccc4CN3)CC2)c(C)c1 (stereo not given in full) the results were SR-BI uptake up -47, CDK5 p35 inh 0.7, Rtt109 HAT inh 17, dFosB activator 9, HTR5A ag ctr 5, SR-BI DiI inh 47, RTF Ca sens act -2, PvdQ acylase 4, Wnt bcat act 0 and MITF act -11.
For O=C(c1ccc(O)cc1)c1ccc(Cl)cc1 the results were SR-BI uptake up 0, CDK5 p35 inh 1.1, Rtt109 HAT inh 6, dFosB activator -3, HTR5A ag ctr 6, SR-BI DiI inh 0, RTF Ca sens act -5, PvdQ acylase 0 and Wnt bcat act 0.
For COc1ccc(CCNC(=O)CCC(=O)n2ncc3ccc(Cl)cc32)cc1OC the results were SR-BI uptake up 1, CDK5 p35 inh 0.7, Rtt109 HAT inh -1, dFosB activator 5, HTR5A ag ctr 8, SR-BI DiI inh -1, RTF Ca sens act 3, PvdQ acylase -2 and Wnt bcat act -2.
CCC/C(=N\NC(=O)CCC(=O)NCc1ccccc1)c1ccccc1 was read as SR-BI uptake up 2, CDK5 p35 inh -0.9, Rtt109 HAT inh -2, dFosB activator 2, HTR5A ag ctr -1, SR-BI DiI inh -2, RTF Ca sens act -7, PvdQ acylase -8, Wnt bcat act -2 and MITF act -8.
Screening O=C(NNC(=O)c1cccs1)Nc1cccc(Cl)c1 returned SR-BI uptake up 38, CDK5 p35 inh -1.9, Rtt109 HAT inh -5, dFosB activator 8, HTR5A ag ctr 5, SR-BI DiI inh -38, RTF Ca sens act -1, PvdQ acylase 10, Wnt bcat act 4 and MITF act 2.
`C=CC[C@@H](CC(=O)OC(C)(C)C)C(=O)OC[C@H]1CCCN1C(=O)[C@@H](CC=C)CC(=O)N(CCO)Cc1ccccc1` gave SR-BI uptake up -7, CDK5 p35 inh 3.7, Rtt109 HAT inh 19, dFosB activator -5, HTR5A ag ctr 1, SR-BI DiI inh 7, RTF Ca sens act -7, PvdQ acylase 3, Wnt bcat act -5 and MITF act 4.
O=C1CCC(c2ccccc2)(c2ccccc2)CC1 was read as SR-BI uptake up -11, CDK5 p35 inh 0.7, Rtt109 HAT inh 1, dFosB activator -3, HTR5A ag ctr 2, SR-BI DiI inh 11, RTF Ca sens act -4, PvdQ acylase -3, Wnt bcat act 2 and MITF act 7.
Screening Cc1c(NC(=O)C(C)OC(=O)/C=C/c2ccc3c(c2)OCO3)c(=O)n(-c2ccccc2)n1C (stereo not given) returned SR-BI uptake up -10, CDK5 p35 inh -1.1, Rtt109 HAT inh -5, dFosB activator -4, HTR5A ag ctr -2, SR-BI DiI inh 10, RTF Ca sens act -5, PvdQ acylase -8, Wnt bcat act 1 and MITF act 15.
For CCc1ccc(NC(=O)C(=O)NCCOc2ccccc2Cl)cc1 the results were SR-BI uptake up 20, CDK5 p35 inh 0.4, Rtt109 HAT inh 0, dFosB activator -3, HTR5A ag ctr -4, SR-BI DiI inh -20, RTF Ca sens act 0, PvdQ acylase -7, Wnt bcat act 0 and MITF act -8.
Screening Cc1cccc(NC(=O)CCn2ccnc2C)c1 returned SR-BI uptake up 28, CDK5 p35 inh -1.9, Rtt109 HAT inh 18, dFosB activator 1, HTR5A ag ctr 5, SR-BI DiI inh -28, RTF Ca sens act -3, PvdQ acylase 6 and MITF act 23.
`COc1cccc(CN(C)CC(=O)NCc2ccc(C)cc2)c1` gave SR-BI uptake up -4, CDK5 p35 inh 1.9, Rtt109 HAT inh 16, dFosB activator 5, HTR5A ag ctr -3, SR-BI DiI inh 4, RTF Ca sens act -2, PvdQ acylase 3, Wnt bcat act 0 and MITF act 0.
For CCc1ccc(NC(=O)CC2NCCNC2=O)cc1 (stereo not given) the results were SR-BI uptake up -2, CDK5 p35 inh 0.1, Rtt109 HAT inh -3, dFosB activator -8, HTR5A ag ctr -1, SR-BI DiI inh 2, RTF Ca sens act 0, PvdQ acylase -7, Wnt bcat act -1 and MITF act 6.
For COC(=O)C1C2CCC(C2)C1C(=O)OCC(=O)c1ccc(C)cc1 (stereo not given) the results were SR-BI uptake up -4, CDK5 p35 inh -0.9, Rtt109 HAT inh -5, dFosB activator -4, HTR5A ag ctr 4, SR-BI DiI inh 4, RTF Ca sens act 1, PvdQ acylase 0, Wnt bcat act 5 and MITF act 15.
